Neddylation inh – cullin neddylation inhibition; hit rate 0.58% among 360,000; calls only at 25 µM; P61081+Q13564; AID 651699; TR-FRET cullin neddylation, biochemical; in the data active = inhibition above about 36%
SKN-1 block – C. elegans SKN-1 inhibition | inhibition, % at 21.8 µM | C. elegans VP596 Pgst-4::GFP/RFP ratio, acrylamide-induced, 24 h | AID 624304 | hit rate 0.49% among 360,000;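 active = interference check ratio from 0.5 to 1.5 plus GFP to RFP signal ratio inhibition reaching or exceeding a fixed threshold, cut at about 30% in these data, passing the limit was not always enough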; also: some compounds called inactive have numbers as strong as hits
Rpn11 block – blocks the human proteasome subunit Rpn11; O00487; calls only at 20 µM; hit rate 0.59% among 360,000; human 26S proteasome, Ub4-pepOG fluorescence polarization; 20S core pre-blocked with epoxomicin;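 active = inhibition at 20 µM, scaled to each plate's controls, above about 33%, limit read from the data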
Rin1 Abl inh – human Rin1-Abl interaction inhibition; P00519+Q13671; TR-FRET Rin1/Abl binding, biochemical; inhibition, % at 7.35 µM; hit rate 0.4% among 360,000; AID 588664; in the data active = inhibition above about 5%, passing the limit was not always enough
Target sequence (P00519 whole entry, looked up): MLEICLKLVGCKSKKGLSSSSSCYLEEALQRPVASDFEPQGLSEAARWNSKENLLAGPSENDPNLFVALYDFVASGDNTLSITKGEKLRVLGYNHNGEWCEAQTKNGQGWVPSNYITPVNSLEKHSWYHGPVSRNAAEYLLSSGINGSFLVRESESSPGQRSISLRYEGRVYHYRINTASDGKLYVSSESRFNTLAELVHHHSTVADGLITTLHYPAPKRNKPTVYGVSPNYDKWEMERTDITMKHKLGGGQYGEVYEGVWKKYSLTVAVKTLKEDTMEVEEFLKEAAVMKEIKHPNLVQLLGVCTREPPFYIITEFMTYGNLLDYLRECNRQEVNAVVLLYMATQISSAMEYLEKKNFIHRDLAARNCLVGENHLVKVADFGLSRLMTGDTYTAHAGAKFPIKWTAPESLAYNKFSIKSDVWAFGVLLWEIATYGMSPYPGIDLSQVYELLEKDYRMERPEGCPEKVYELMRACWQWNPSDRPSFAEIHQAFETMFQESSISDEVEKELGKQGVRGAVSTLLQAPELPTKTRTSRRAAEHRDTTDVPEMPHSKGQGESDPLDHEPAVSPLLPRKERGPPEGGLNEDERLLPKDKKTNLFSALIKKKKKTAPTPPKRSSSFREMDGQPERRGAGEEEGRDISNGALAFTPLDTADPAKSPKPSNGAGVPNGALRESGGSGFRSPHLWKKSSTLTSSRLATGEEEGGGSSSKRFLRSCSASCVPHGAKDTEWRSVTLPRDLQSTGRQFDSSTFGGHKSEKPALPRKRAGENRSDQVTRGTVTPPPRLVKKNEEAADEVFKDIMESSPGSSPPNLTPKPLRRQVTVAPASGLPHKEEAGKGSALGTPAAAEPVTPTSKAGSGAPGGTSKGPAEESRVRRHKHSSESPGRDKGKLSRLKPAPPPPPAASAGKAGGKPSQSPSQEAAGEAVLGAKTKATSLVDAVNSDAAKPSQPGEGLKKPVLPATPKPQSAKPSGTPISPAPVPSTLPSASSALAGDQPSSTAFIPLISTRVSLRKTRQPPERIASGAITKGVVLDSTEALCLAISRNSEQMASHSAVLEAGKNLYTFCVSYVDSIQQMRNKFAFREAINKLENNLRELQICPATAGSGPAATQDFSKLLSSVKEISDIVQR
Target sequence (Q13671 whole entry, looked up): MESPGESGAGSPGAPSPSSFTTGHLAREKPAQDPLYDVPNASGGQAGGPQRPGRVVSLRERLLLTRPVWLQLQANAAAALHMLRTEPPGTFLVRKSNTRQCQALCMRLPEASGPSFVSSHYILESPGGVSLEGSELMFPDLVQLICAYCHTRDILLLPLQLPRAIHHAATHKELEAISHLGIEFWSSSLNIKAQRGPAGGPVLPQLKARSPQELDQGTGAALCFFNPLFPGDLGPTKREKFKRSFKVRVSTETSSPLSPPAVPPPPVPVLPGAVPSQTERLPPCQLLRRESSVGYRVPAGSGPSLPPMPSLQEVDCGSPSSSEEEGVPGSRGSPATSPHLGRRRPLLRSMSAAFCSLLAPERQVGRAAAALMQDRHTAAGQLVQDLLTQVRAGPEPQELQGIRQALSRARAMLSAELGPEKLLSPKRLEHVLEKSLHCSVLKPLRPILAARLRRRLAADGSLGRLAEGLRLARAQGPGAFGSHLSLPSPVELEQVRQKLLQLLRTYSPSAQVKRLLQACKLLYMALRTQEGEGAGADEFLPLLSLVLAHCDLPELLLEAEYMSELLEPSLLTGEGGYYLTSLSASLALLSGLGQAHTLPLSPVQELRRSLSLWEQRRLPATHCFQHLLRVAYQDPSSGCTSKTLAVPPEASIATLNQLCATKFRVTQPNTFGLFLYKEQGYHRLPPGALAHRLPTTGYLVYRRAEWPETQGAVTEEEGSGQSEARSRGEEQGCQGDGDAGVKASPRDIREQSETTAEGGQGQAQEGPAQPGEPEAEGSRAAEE
CSN inh – blocks human CSN-mediated cullin deneddylation; Q92905; Purified CSN, SCF-Nedd8-OG deneddylation, fluorescence polarization; inhibition, % at 12.5 µM; hit rate 0.38% among 360,000; AID 651999;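 active = pattern-corrected inhibition above about 35%, with an unprinted fluorescence ratio check between 0.5 and 1.5, limit read from the data, passing the limit was not always enough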;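 also: 0% = enzyme with substrate and 100% = substrate without enzyme; some results filed as inactive read as strong as hits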
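Test system: Human Csn5 produced in HEK293T cells | Compound: 12.5 µM single point | Times: 90 min, room temperature | Signal: Fluorescence polarization readout | Read-out basis: % inhibition of substrate cleavage by Csn5 | Controls: no-enzyme wells high, enzyme-with-substrate wells low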
MLLE-PAM2 inh – inhibitors of microRNA-mediated deadenylation, human PABP1 MLLE binding. inhibition, % at 20 µM. GST-MLLE / FITC-PAM2 fluorescence polarization. hit rate 0.36% among 360,000; in the data active = inhibition above about 35%, passing the limit was not always enough;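 also: plate controls were DMSO wells with GST-MLLE for no effect and wells lacking GST-MLLE protein for full effect; some results filed as inactive read as strong as hits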
FAS-TE inh – blocks the thioesterase domain of human fatty acid synthase. P49327. recombinant FAS-TE, OMFH fluorogenic substrate, fluorescence endpoint. inhibition, % at 15 µM. hit rate 0.67% among 360,000. AID 602261;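 active = compounds whose normalised, plate-corrected inhibition of enzyme fluorescence in the single-dose primary screen is 50% or more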;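 also: 0% = DMSO with enzyme and 100% = substrate without enzyme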
MT1-MMP act inh – MT1-MMP (human) activation inhibition; P50281; HT1080 RFP-PRO-GFP cells, GFP/RFP ratio fluorescence, overnight; percent of plate control window, DMSO zero; GFP/RFP ratio change, % at 20 µM; hit rate 0.061% among 360,000; AID 651647;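 active = GFP/RFP ratio change of at least 30% with cell ATP level not reduced by more than half and red fluorescence within 50% of control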; also: strong numbers were not always called active
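Read-out: GFP/RFP fluorescence ratio; Test system: RFP-PRO-GFP reporter HT1080 cells; Compound dosing: single-point 20 µM compound, 1% DMSO; Times: overnight compound exposure at 37 °C.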
NadD block – NadD (S. aureus) enzyme inhibition. purified NadD enzyme, colorimetric absorbance read-out. inhibition, % at 20 µM. hit rate 0.78% among 360,000; in the data active = inhibition above about 26%; also: some compounds past the cut are filed as inactive
* hit, by the source's call; i = inactive; . = no result given; + = active, no number.

SMILES	Neddylation inh	SKN-1 block	Rpn11 block	Rin1 Abl inh	CSN inh	MLLE-PAM2 inh	FAS-TE inh	MT1-MMP act inh	NadD block
COc1ccc(/C=N/N2CCOCC2)cc1OCc1ccccc1	i	-4	i	0	0	10	1	1	-2
CC(C)(C)c1ccc(C(=O)NC(=S)NNC(=O)c2cccs2)cc1	i	8	i	-2	0	22	-2	-8	6
CC(=O)c1cccc(NC(=O)c2onc(C)c2Cl)c1	i	12	i	1	2	-4	-5	1	-3
COc1ccc(Nc2nc(-c3ccccc3)cs2)cc1	i	14	i	-1	3	13	3	3	-7
CS(=O)(=O)N1CCN(c2ccc(NC(=O)COc3ccccc3)cc2)CC1	i	3	i	0	-6	8	-3	0	-6
O=C(O)c1cc(NN=C2CCN(Cc3ccccc3)CC2)ccc1Cl	i	2	i	1	-2	-12	0	-2	-3
Cc1ccnc(NC(=O)CNC(=O)c2ccc3ccccc3c2)c1	i	11	i	-3	2	-12	1	-3	0
CCN(CC)C(=O)[C@H]1CC(CC(=O)NCCN2CCOCC2)C(=O)N2CCc3c([nH]c4ccc(OC)cc34)[C@]12C (some centres undefined)	i	6	i	-3	-6	8	-6	0	-2
CCN(CC)CCSc1nnc(Nc2ccccc2)n1-c1ccccc1	i	12	i	-2	0	-8	-3	-3	-8
CCOC(=O)N1CCN(C(=O)C(C)(C)Oc2ccc(Cl)cc2)CC1	i	-10	i	5	1	-14	-2	-2	-1
COc1ccc(OC)c(-c2nn(-c3ccccc3)cc2C(=O)NCC(c2cccs2)N2CCOCC2)c1 (centres undefined)	i	-12	i	0	-3	17	7	-2	-1
Cc1ccc(-n2nc(CN3CCOCC3)c(-c3ccccc3)c2N)c(C)c1	i	0	i	-2	6	-3	-10	-4	1
O=C(CN1C(=O)c2ccccc2C1=O)Nc1cccc(S(=O)(=O)Nc2ccccc2Cl)c1	i	-7	i	1	-17	22	0	.	3
Cc1ccc(S(=O)(=O)N2CCC(C(=O)Nc3ccc(N4CCOCC4)cc3)CC2)cc1C	i	2	i	-1	0	-41	2	-3	3
COCc1c(C(=O)N2CCN(S(=O)(=O)c3ccccc3Cl)CC2)oc2ccccc12	i	-3	i	4	0	3	13	0	-8
COCCN(C(=O)CSc1nc2ccccc2s1)c1c(N)n(Cc2ccccc2)c(=O)[nH]c1=O	i	11	i	4	20	-13	-7	-22	26
CCN(CC)CCOC(=O)c1ccc(NC(=O)CCCN2C(=O)S/C(=C/c3ccc(OC)cc3)C2=S)cc1	i	6	+	-5	27	-22	-2	-2	11
O=C(CCN1C(=O)c2cccc3cccc(c23)C1=O)NCc1ccco1	i	-4	i	1	-1	13	-10	-1	3
COc1ccc(OC)c(C2/C(=C(/O)c3ccc(C)cc3)C(=O)C(=O)N2Cc2ccco2)c1 (centres undefined)	i	-12	i	-3	-3	3	-7	4	17
COC(=O)c1cc2occc2n1CC(=O)Nc1ccc(OC)c(OC)c1	i	2	i	1	-5	-4	-4	-4	-6

Sorted by value in CSN inh (ascending): 3 from the list above
mol	CSN inh
COc1ccc(OC)c(-c2nn(-c3ccccc3)cc2C(=O)NCC(c2cccs2)N2CCOCC2)c1 (centres undefined)	-3
COCc1c(C(=O)N2CCN(S(=O)(=O)c3ccccc3Cl)CC2)oc2ccccc12	0
Cc1ccnc(NC(=O)CNC(=O)c2ccc3ccccc3c2)c1	2

Single records, from the list above. Order of values: Neddylation inh | SKN-1 block | Rpn11 block | Rin1 Abl inh | CSN inh | MLLE-PAM2 inh | FAS-TE inh | MT1-MMP act inh | NadD block
COCc1c(C(=O)N2CCN(S(=O)(=O)c3ccccc3Cl)CC2)oc2ccccc12 is entered as i | -3 | i | 4 | 0 | 3 | 13 | 0 | -8
O=C(CCN1C(=O)c2cccc3cccc(c23)C1=O)NCc1ccco1 is entered as i | -4 | i | 1 | -1 | 13 | -10 | -1 | 3
COc1ccc(/C=N/N2CCOCC2)cc1OCc1ccccc1 is entered as i | -4 | i | 0 | 0 | 10 | 1 | 1 | -2
Cc1ccc(S(=O)(=O)N2CCC(C(=O)Nc3ccc(N4CCOCC4)cc3)CC2)cc1C is entered as i | 2 | i | -1 | 0 | -41 | 2 | -3 | 3

Remaining list, next part.
SMILES	Neddylation inh	SKN-1 block	Rpn11 block	Rin1 Abl inh	CSN inh	MLLE-PAM2 inh	FAS-TE inh	MT1-MMP act inh	NadD block
CC(=O)c1ccc(S(=O)(=O)Nc2ccc(-n3c(C)nc4ccccc4c3=O)cc2)cc1	i	-2	i	-4	0	7	1	2	1
Cn1cccc1/C=N/NC(=O)CNc1cccc2ccccc12	i	1	i	3	4	-1	3	0	12
CC(C)[C@H](NC(=O)[C@@H]1CSCN1C(=O)OC(C)(C)C)C(=O)NCC1CCC(C(=O)O)CC1 (some centres undefined)	i	-7	i	1	-3	-3	-7	-3	1
CCc1noc(C)c1C(=O)Nc1nc(-c2ccc(OC)c(OC)c2)cs1	i	10	i	-1	-2	-1	1	-3	-9
COc1ccc2oc(=N)c(C(=O)Nc3ccccc3)cc2c1	i	11	i	-2	0	-90	6	-1	-7
CC(=O)c1cc2c(cc1NC(=O)CCn1cccc1)OCO2	i	9	i	2	-2	-9	0	-1	4
Cc1ccnc(SCCn2c(N3CCCCC3)nc3c2c(=O)n(C)c(=O)n3C)n1	i	3	i	2	-3	-5	-5	2	-1
CC(=O)C1=C(C)OC(N)=C(C#N)C1c1cc2cccc(C)c2nc1Cl (centres undefined)	i	-7	i	-3	2	17	0	-3	-1
N#Cc1ccc(Cn2ccnc2C(=O)Nc2ccccc2)cc1	i	18	i	0	-3	-7	10	4	2
C/C(=N\NC(=O)c1nnn(-c2nonc2N)c1CSc1ccccc1)c1ccc2c(c1)OCO2	i	2	i	4	-1	4	5	2	14
O=C(CCCSc1nc2ccccc2[nH]1)NC1=NCCS1	i	-1	i	-1	4	-18	-9	-1	1
Cc1cc(C)cc(NC(=O)C(NCCN2CCOCC2)c2ccccc2)c1 (centres undefined)	i	-6	i	-5	7	2	-2	3	-8
COc1ccc2cc(CN(CCCN3CCOCC3)Cc3nnnn3C3CCCC3)c(=O)[nH]c2c1	.	4	i	2	4	0	0	-1	3
O=C(NNC(=O)c1ccncc1)Nc1cccc(C(F)(F)F)c1	i	21	i	-1	0	-13	-4	-3	1
Cc1c(NC(=O)OCCNC(=O)Nc2ccccc2)sc(=S)n1C	i	16	i	5	-3	-97	-3	2	-2
CCOC(=O)c1[nH]cnc1C(=O)N[C@@H](C)c1ccccc1	i	7	i	-2	1	3	-7	5	-3
CC1(N=Cc2cc(Cl)ccc2O)COP(=O)(Nc2ccccc2)OC1 (centres undefined)	i	3	i	-2	-3	-7	-2	13	5
O=C(Cn1nc(-c2ccccc2)ccc1=O)NCC1CCCO1 (centres undefined)	i	-17	i	1	5	8	-4	-2	3
CC(C)Nc1c([N+](=O)[O-])c(=O)oc2ccccc12	i	-1	i	0	-2	11	-5	0	0
CC(=O)NC1=NN(C(C)=O)C(C)(CCS(=O)(=O)c2ccc(Br)cc2)S1 (centres undefined)	i	11	i	0	2	-3	-8	6	1
COc1cc(C(=O)NCC(c2cccs2)N2CCOCC2)cc(Br)c1OCc1ccccc1 (centres undefined)	i	5	i	0	1	-4	27	-3	-11
Cc1ccc(S(=O)(=O)/N=C(/c2ccc(F)cc2)N2CCCC2)cc1	i	-2	i	3	-2	3	8	2	-4
Cc1cccc(N2CCN(C(=O)Cn3nc(Cc4ccncc4)c4ccccc4c3=O)CC2)c1C	i	-1	i	2	-10	-21	7	-4	12
CN(C)c1ccc(C(=O)Nc2ccc(S(=O)(=O)NC3=NCCCCC3)cc2)cc1	i	2	i	-3	1	-9	-4	5	11
COc1ccc(NC(=O)CC(C)CC(=O)NCc2ccc(F)cc2)c(OC)c1 (centres undefined)	i	8	i	-3	0	21	-3	-6	-4
CS(=O)(=O)Nc1ccc(-c2cc(/C=C3\SC(N)=NC3=O)c[nH]c2=O)cc1	i	-6	i	0	0	-4	-9	0	-4
Cc1cccc(CSC(=N)N)c1	i	-6	i	0	-8	4	-10	-2	-2
Cc1c(C(=O)CN2CCCC(C)(C)C2)c2ccccc2n1C	i	3	i	-3	0	-10	-3	0	-3
Cc1ccc(NC(=S)Nc2ccc3cn[nH]c3c2)cc1C	i	0	i	2	0	-2	-5	-1	7
C=CCN1CCN(C(=O)CSc2ccccc2)CC1	i	-7	i	0	0	15	-6	1	-5
CCC(C)(C)NC(=O)CC(c1ccc(OC)cc1)n1cccc1 (centres undefined)	i	-37	i	-1	2	2	-2	0	-5
O=C(NCc1nnnn1-c1ccc(F)c(F)c1)C(=O)c1c[nH]c2ccccc12	i	7	i	1	3	8	-6	4	-6
CCOC(=O)[C@]12CCC=C1N(Cc1ccco1)C(=O)[C@H](CC(=O)NCc1cccc3ccccc13)C2	i	0	.	.	1	.	2	3	28
Cn1c(=O)[nH]c(Nc2ccccc2)c([N+](=O)[O-])c1=O	i	-4	i	0	-1	9	-2	-1	-3
CCN(CCNC(=O)C1CCN(S(=O)(=O)CC)CC1)c1ccccc1	i	-1	i	2	2	1	-10	5	-5
Cc1nn(C)c(NC(=O)c2ccc(Cl)cc2)c1Cl	i	10	i	-2	-1	-18	-5	-3	0

2 entries drawn at random from those above:
SMILES	Neddylation inh	SKN-1 block	Rpn11 block	Rin1 Abl inh	CSN inh	MLLE-PAM2 inh	FAS-TE inh	MT1-MMP act inh	NadD block
Cc1cccc(CSC(=N)N)c1	i	-6	i	0	-8	4	-10	-2	-2
Cc1nn(C)c(NC(=O)c2ccc(Cl)cc2)c1Cl	i	10	i	-2	-1	-18	-5	-3	0
